Screening data: PubChem, several laboratories
Scp1 inh – inhibitors of human Scp-1 phosphatase. 340,000 tested, 0.88% active. inhibition, % at 20 µM. Recombinant Scp1, phosphopeptide, malachite green phosphate absorbance;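 active = inhibition above about 50% at 20 µM, limit read from the data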;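 also: plate controls were DMSO wells with enzyme for no effect and wells lacking enzyme for full effect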
Target sequence (Q9GZU7 76-261 limits assumed): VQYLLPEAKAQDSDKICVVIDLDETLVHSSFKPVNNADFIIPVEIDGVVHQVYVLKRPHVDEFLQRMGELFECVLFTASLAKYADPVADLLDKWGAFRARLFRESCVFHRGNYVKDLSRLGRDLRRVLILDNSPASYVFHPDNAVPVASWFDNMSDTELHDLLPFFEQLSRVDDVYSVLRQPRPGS
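Material: truncated SCP-1 phosphatase (76-261aa) / Buffer or medium: 50 mM Tris acetate pH 5.5, 0.005% Tween-20, 10 mM MgCl2 / Compound dosing: one concentration, 20 µM, with 1.0% DMSO / Incubation: 45 min room-temperature reaction, 5 min colour, 30 min stabiliser / Detection: colorimetric free-phosphate detection, absorbance 630 nm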
Rpn11 inh – blocks the human proteasome subunit Rpn11; AID 588493; calls only at 20 µM; 360,000 tested, 0.59% active; human 26S proteasome, Ub4-pepOG fluorescence polarization; 20S core pre-blocked with epoxomicin;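 active = inhibition at 20 µM, scaled to each plate's controls, above about 33%, limit read from the data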
Target sequence (O00487 whole entry, looked up): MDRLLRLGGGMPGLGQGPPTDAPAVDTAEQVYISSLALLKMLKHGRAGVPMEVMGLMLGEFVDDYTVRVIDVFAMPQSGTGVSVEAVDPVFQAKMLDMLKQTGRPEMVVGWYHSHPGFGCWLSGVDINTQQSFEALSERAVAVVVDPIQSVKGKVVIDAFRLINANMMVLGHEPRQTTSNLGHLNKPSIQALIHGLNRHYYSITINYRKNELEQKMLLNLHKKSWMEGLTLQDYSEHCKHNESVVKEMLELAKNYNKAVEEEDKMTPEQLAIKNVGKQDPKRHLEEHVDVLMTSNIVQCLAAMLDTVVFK
Tb MetRS inh – Trypanosoma brucei MetRS inhibition | purified T. brucei MetRS, ATP depletion, Kinase-Glo luminescence | 360,000 tested, 0.4% active | AID 624268 | inhibition, % at 11.9 µM;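 active = inhibition above a per-plate cutoff of the control wells' mean inhibition plus 3 SD, cut at about 5.5% in these data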;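 also: 0% = DMSO wells median and 100% = median of wells with control inhibitor compound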
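Measured by: Kinase-Glo luciferase luminescence reporting remaining unconsumed ATP. Material: purified T. brucei MetRS enzyme. Doses: 11.9 µM compound single dose, 0.9% DMSO. Medium: HEPES buffer containing pyrophosphatase, BSA, spermine, DTT. Times: 15 min preincubation, 2 h reaction, all 25 °C. Reagent: methionine, ATP and bulk E. coli tRNA.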
LMPTP inh – blocks human LMPTP phosphatase; AID 651560; recombinant LMPTP-A, OMFP fluorogenic substrate, fluorescence intensity; 360,000 tested, 0.22% active; inhibition, % at 20 µM; P24666;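 active = compounds that cut the enzyme signal by at least half of the control window in the single-dose screen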;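 also: plate controls were DMSO wells with enzyme plus substrate for no effect and substrate without enzyme for full effect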
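Assay system: LMPTP-A, protein tyrosine phosphatase of low molecular weight / Medium: pH 6.0 Bis-Tris buffer with DTT and Triton X-100 / Schedule: 50 min enzyme reaction at room temperature, protected from light / Measured by: endpoint fluorescence intensity from OMFP dephosphorylation / Read-out basis: % inhibition relative to no-enzyme and uninhibited control wells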
SUMO1-SIM PPI – alters human SUMO1 binding to SIM partners; P63165; SUMO1 binding to a labelled peptide, TR-FRET, 1 h; inhibition, % at 20 µM; 360,000 tested, 0.33% active; AID 602429; in the data active = inhibition above about 37%
STEP inh – STEP (human) phosphatase inhibition | AID 588621 | 360,000 tested, 0.25% active | P54829 | inhibition, % at 20 µM | recombinant STEP, OMFP fluorogenic substrate, fluorescence;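 active = inhibition at 20 µM, scaled per plate between control wells, above about 37%, limit read from the data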;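 also: 0% = DMSO with enzyme and substrate and 100% = substrate only without enzyme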
Target sequence (P54829 whole entry, looked up): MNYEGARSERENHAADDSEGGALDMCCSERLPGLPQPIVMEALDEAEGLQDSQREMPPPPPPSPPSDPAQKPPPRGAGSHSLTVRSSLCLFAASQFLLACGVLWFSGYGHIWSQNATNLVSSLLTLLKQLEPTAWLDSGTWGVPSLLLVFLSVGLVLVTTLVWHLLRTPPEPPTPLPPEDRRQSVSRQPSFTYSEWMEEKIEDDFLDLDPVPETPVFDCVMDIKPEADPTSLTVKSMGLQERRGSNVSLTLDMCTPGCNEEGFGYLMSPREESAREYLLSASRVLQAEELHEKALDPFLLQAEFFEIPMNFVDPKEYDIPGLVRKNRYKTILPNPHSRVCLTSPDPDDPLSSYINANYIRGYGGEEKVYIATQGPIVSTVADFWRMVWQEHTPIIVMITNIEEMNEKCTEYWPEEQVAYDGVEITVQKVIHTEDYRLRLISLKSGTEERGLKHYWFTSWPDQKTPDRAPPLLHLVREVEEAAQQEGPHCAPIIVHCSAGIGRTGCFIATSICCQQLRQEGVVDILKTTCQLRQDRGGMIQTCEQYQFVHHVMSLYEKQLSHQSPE
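Material: STEP (striatal-enriched tyrosine phosphatase) enzyme, cell-free; Compound dosing: 20 µM single dose in 1% DMSO; Technique: fluorescence read at 480 nm ex / 540 nm em; Times: reaction 20 min, ambient temperature; Medium: 50 mM Bis-Tris pH 6.0 with 2.5 mM DTT and 0.005% Tween 20; Also added: OMFP at 25 µM.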
NadD inh – blocks S. aureus nicotinate mononucleotide adenylyltransferase. inhibition, % at 20 µM. 360,000 tested, 0.78% active. purified NadD enzyme, colorimetric absorbance read-out; in the data active = inhibition above about 26%; also: some compounds past the cut are filed as inactive
MsrA inh – inhibits bovine methionine sulfoxide reductase A | purified bovine MsrA, absorbance read-out | inhibition, % at 15.5 µM | 360,000 tested, 0.75% active | AID 651718; in the data active = inhibition above about 4.5%;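 also: 0% = vehicle wells with enzyme and 100% = reference inhibitor wells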
CSN deneddyl inh – inhibitors of human CSN-mediated cullin deneddylation | Purified CSN, SCF-Nedd8-OG deneddylation, fluorescence polarization | 360,000 tested, 0.38% active | inhibition, % at 12.5 µM;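 active = pattern-corrected inhibition above about 35%, with an unprinted fluorescence ratio check between 0.5 and 1.5, limit read from the data, passing the limit was not always enough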;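 also: 0% = enzyme with substrate and 100% = substrate without enzyme; some results filed as inactive read as strong as hits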
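Detection – fluorescence polarization · System – HEK293T-derived human Csn5 enzyme · Controls – substrate-only high control, full reaction low control · Timing – 90 min, room temperature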
DNMT1 block – DNMT1 (human) enzyme inhibition | P26358 | DNMT1 molecular beacon, Hinp1I cleavage, fluorescence | inhibition (reported as % activation of signal), % at 10 µM | 360,000 tested, 0.83% active | AID 588458; in the data active = inhibition above about 50%
Active calls of the source: *.

For CC(c1ccc2ccccc2c1)c1ccccc1C(=O)O (centres undefined) the results were Rpn11 inh inactive, Tb MetRS inh -0.1, LMPTP inh 0.1, SUMO1-SIM PPI 2, STEP inh 3, NadD inh -2, MsrA inh 0.1, CSN deneddyl inh 3 and DNMT1 block 3.
`CCCNC(=O)CCn1c(-c2ccc(C)cc2)cc(C(=O)OCC)c1C` gave Scp1 inh -9, Rpn11 inh inactive, Tb MetRS inh -0.6, LMPTP inh -0.7, SUMO1-SIM PPI 1, STEP inh 0, NadD inh -2, MsrA inh 0.9, CSN deneddyl inh 7 and DNMT1 block -3.
For CCC(CO)NCc1sccc1C (centres undefined) the results were Scp1 inh -11, Rpn11 inh inactive, Tb MetRS inh -0.1, LMPTP inh 0.8, SUMO1-SIM PPI -4, STEP inh -3, NadD inh -6, MsrA inh -0.1, CSN deneddyl inh 2 and DNMT1 block 5.
CCSc1nnc(-c2ccccc2NC(=O)CC)c(=O)[nH]1 was read as Scp1 inh -4, Rpn11 inh inactive, Tb MetRS inh -0.4, LMPTP inh -1.2, SUMO1-SIM PPI -1, STEP inh -2, NadD inh 3, MsrA inh 0.9, CSN deneddyl inh 4 and DNMT1 block 1.
COc1cc2nc(CN3CCN(S(=O)(=O)c4ccccc4[N+](=O)[O-])CC3)[nH]c(=O)c2cc1OC was read as Rpn11 inh inactive, Tb MetRS inh -0.1, LMPTP inh -1.4, SUMO1-SIM PPI -3, STEP inh 2, NadD inh 1, MsrA inh 0.0, CSN deneddyl inh 11 and DNMT1 block -3.
For Cc1cc(-c2ccc(S(=O)(=O)N(C)Cc3ccccc3)cc2)on1 the results were Scp1 inh -5, Rpn11 inh inactive, Tb MetRS inh -0.9, LMPTP inh 5.1, SUMO1-SIM PPI -2, STEP inh 0, NadD inh 6, MsrA inh 1.1, CSN deneddyl inh -4 and DNMT1 block 3.
Screening COc1ccc(NC(=O)C(=O)NCC(=O)Nc2cccc(C(F)(F)F)c2)cc1 returned Scp1 inh -6, Rpn11 inh inactive, Tb MetRS inh -0.5, LMPTP inh 1.2, SUMO1-SIM PPI 1, STEP inh 0, NadD inh -4, MsrA inh -0.5, CSN deneddyl inh -5 and DNMT1 block 15.
Cc1ccc(S(=O)(=O)N2CCN(C(=O)c3ccc([N+](=O)[O-])cc3)C2)cc1 was read as Scp1 inh -3, Rpn11 inh inactive, Tb MetRS inh 0.2, LMPTP inh -1.9, SUMO1-SIM PPI -15, STEP inh 0, NadD inh -4, MsrA inh 1.7, CSN deneddyl inh -6 and DNMT1 block 1.
Cc1cc2c(cc1C)N(C(=O)CSc1nncn1C)C(C)(C)c1ssc(=S)c1-2 was read as Scp1 inh 7, Rpn11 inh inactive, Tb MetRS inh -0.6, LMPTP inh 2.8, SUMO1-SIM PPI -30, STEP inh -8, NadD inh 11, MsrA inh 0.6, CSN deneddyl inh -1 and DNMT1 block -5.
Screening Cc1cccc(N2C(=O)c3cccc4c(N5CCCCC5)c([N+](=O)[O-])cc(c34)C2=O)c1C returned Scp1 inh -9, Rpn11 inh inactive, Tb MetRS inh 0.6, LMPTP inh 2.4, SUMO1-SIM PPI -5, STEP inh 5, NadD inh 11, MsrA inh -0.4, CSN deneddyl inh -8 and DNMT1 block 5.
`O=C(Nc1ccccc1N1CCCCC1)c1cc(S(=O)(=O)N2CCOCC2)ccc1Cl` gave Scp1 inh 10, Rpn11 inh inactive, Tb MetRS inh -0.5, LMPTP inh 2.3, SUMO1-SIM PPI 0, STEP inh 1, NadD inh 7, MsrA inh 2.5, CSN deneddyl inh 0 and DNMT1 block -1.
For COc1ccc(/C=C(\C#N)C(=O)OCC(=O)Nc2c(C)cccc2C)cc1 the results were Scp1 inh -2, Rpn11 inh inactive, Tb MetRS inh -0.3, LMPTP inh -2.7, SUMO1-SIM PPI -4, STEP inh -2, NadD inh 1, MsrA inh 0.7, CSN deneddyl inh 0 and DNMT1 block 19.
Screening Cc1ccc2[nH]c(=O)c(CN(c3cccc(C)c3C)S(=O)(=O)c3ccccc3)cc2c1 returned Scp1 inh -5, Rpn11 inh inactive, Tb MetRS inh -0.3, LMPTP inh 0.8, SUMO1-SIM PPI -6, STEP inh -1, NadD inh 17, CSN deneddyl inh 2 and DNMT1 block 3.
CCn1c(=O)[nH]c(=O)c2c(N)c(C(=O)c3cc(F)ccc3F)sc21 was read as Scp1 inh -19, Rpn11 inh inactive, Tb MetRS inh -0.4, LMPTP inh -3.0, SUMO1-SIM PPI -8, STEP inh -1, NadD inh -3, MsrA inh 3.8, CSN deneddyl inh -1 and DNMT1 block 0.
CCN(CC)C(=O)C1=C(C)N(Cc2ccc(OC)cc2)C(=O)C(CC(=O)NCCCN(C)C)C1 (centres undefined) was read as Rpn11 inh inactive, Tb MetRS inh -1.0, LMPTP inh -3.8, SUMO1-SIM PPI -5, STEP inh 1, NadD inh 6, MsrA inh 0.2, CSN deneddyl inh 2 and DNMT1 block 9.
For COc1ccc(C(=O)c2ccccc2Cl)cc1OC the results were Scp1 inh -3, Rpn11 inh inactive, Tb MetRS inh -0.4, LMPTP inh -0.2, SUMO1-SIM PPI 3, STEP inh -2, NadD inh -8, MsrA inh 0.8, CSN deneddyl inh 0 and DNMT1 block 0.
CC12CCC(C(=O)NNC(=O)c3ccc(F)cc3)(OC1=O)C2(C)C (centres undefined) was read as Scp1 inh -5, Rpn11 inh inactive, Tb MetRS inh 0.0, LMPTP inh -1.4, SUMO1-SIM PPI 5, STEP inh -2, NadD inh 0, MsrA inh 0.4, CSN deneddyl inh 7 and DNMT1 block 1.
COC(=O)Cn1c(C)c(/C=C/c2cc[n+](C)cc2)c2ccccc21 was read as Scp1 inh 44, Tb MetRS inh 0.3, LMPTP inh 0.9, SUMO1-SIM PPI -89, STEP inh -3, NadD inh 16, MsrA inh 0.2, CSN deneddyl inh 70* and DNMT1 block 5.
For COc1ccccc1/C=C/C(=O)NC(=S)N(C)C1CCCCC1 the results were Scp1 inh -6, Rpn11 inh inactive, Tb MetRS inh -0.6, LMPTP inh 2.3, SUMO1-SIM PPI -13, STEP inh 1, NadD inh 2, MsrA inh 2.1, CSN deneddyl inh 5 and DNMT1 block -1.
Screening CCn1c(CCCc2ccc(OC)c(C)c2)n[nH]c1=S returned Scp1 inh 5, Rpn11 inh inactive, Tb MetRS inh -0.4, LMPTP inh -2.5, SUMO1-SIM PPI -5, STEP inh 1, NadD inh 8, MsrA inh 1.3, CSN deneddyl inh 2 and DNMT1 block 0.

The list goes on, starting with the last 4 of the part before.
CC12CCC(C(=O)NNC(=O)c3ccc(F)cc3)(OC1=O)C2(C)C (centres undefined) was read as Scp1 inh -5, Rpn11 inh inactive, Tb MetRS inh 0.0, LMPTP inh -1.4, SUMO1-SIM PPI 5, STEP inh -2, NadD inh 0, MsrA inh 0.4, CSN deneddyl inh 7 and DNMT1 block 1.
COC(=O)Cn1c(C)c(/C=C/c2cc[n+](C)cc2)c2ccccc21 was read as Scp1 inh 44, Tb MetRS inh 0.3, LMPTP inh 0.9, SUMO1-SIM PPI -89, STEP inh -3, NadD inh 16, MsrA inh 0.2, CSN deneddyl inh 70* and DNMT1 block 5.
For COc1ccccc1/C=C/C(=O)NC(=S)N(C)C1CCCCC1 the results were Scp1 inh -6, Rpn11 inh inactive, Tb MetRS inh -0.6, LMPTP inh 2.3, SUMO1-SIM PPI -13, STEP inh 1, NadD inh 2, MsrA inh 2.1, CSN deneddyl inh 5 and DNMT1 block -1.
Screening CCn1c(CCCc2ccc(OC)c(C)c2)n[nH]c1=S returned Scp1 inh 5, Rpn11 inh inactive, Tb MetRS inh -0.4, LMPTP inh -2.5, SUMO1-SIM PPI -5, STEP inh 1, NadD inh 8, MsrA inh 1.3, CSN deneddyl inh 2 and DNMT1 block 0.
COc1ccc(NC2=NC(C)(CO)CS2)cc1 (centres undefined) was read as Scp1 inh -11, Rpn11 inh inactive, Tb MetRS inh -1.2, LMPTP inh -0.3, SUMO1-SIM PPI -5, STEP inh 0, NadD inh -2, MsrA inh -1.1, CSN deneddyl inh 3 and DNMT1 block 0.
COc1ccccc1C(=O)NC(=O)COc1ccc([N+](=O)[O-])cc1 was read as Scp1 inh -4, Rpn11 inh inactive, Tb MetRS inh -0.1, LMPTP inh 0.2, SUMO1-SIM PPI -15, STEP inh -1, NadD inh -1, MsrA inh 2.2, CSN deneddyl inh 2 and DNMT1 block 1.
For O=C(CCn1cnc2ccccc21)N/N=C/c1ccc(O)cc1 the results were Scp1 inh -10, Rpn11 inh inactive, Tb MetRS inh -0.1, LMPTP inh -0.6, SUMO1-SIM PPI 0, STEP inh -1, NadD inh 0, MsrA inh 0.7, CSN deneddyl inh 5 and DNMT1 block 0.
COc1ccc(Cl)cc1NC(=O)CN1CCCC1 was read as Scp1 inh 1, Rpn11 inh inactive, Tb MetRS inh -0.7, LMPTP inh 0.3, SUMO1-SIM PPI 1, STEP inh 2, NadD inh -3, MsrA inh 1.8, CSN deneddyl inh -2 and DNMT1 block 1.
Screening Cc1cc(C)n2nc(C(=O)N/N=C/c3ccccc3Cl)nc2n1 returned Scp1 inh -2, Rpn11 inh inactive, Tb MetRS inh -0.5, LMPTP inh -0.9, SUMO1-SIM PPI -23, STEP inh 2, NadD inh -1, MsrA inh 1.1, CSN deneddyl inh 0 and DNMT1 block 1.
`COc1cccc(C(C(=O)NC2CCCC2)N(Cc2cccnc2)C(=O)Cc2cccs2)c1` (centres undefined) gave Scp1 inh -2, Rpn11 inh inactive, Tb MetRS inh -0.2, LMPTP inh 0.7, SUMO1-SIM PPI 3, STEP inh 1, NadD inh -5, MsrA inh -0.7, CSN deneddyl inh 0 and DNMT1 block 1.
For C=CCOC(=O)/C(=C/c1ccco1)NC(=O)/C=C/c1ccccc1 the results were Scp1 inh -13, Rpn11 inh inactive, Tb MetRS inh -0.3, LMPTP inh 0.0, SUMO1-SIM PPI -8, STEP inh -7, NadD inh 0, MsrA inh 1.9, CSN deneddyl inh 4 and DNMT1 block -5.
O=C(O)c1cccnc1SC1CC(=O)N(CCc2ccccc2)C1=O (centres undefined) was read as Scp1 inh -6, Rpn11 inh inactive, Tb MetRS inh -0.1, LMPTP inh -0.8, SUMO1-SIM PPI -4, STEP inh -2, NadD inh -2, MsrA inh -1.0, CSN deneddyl inh 1 and DNMT1 block -1.
